IDH1 R132H inh: human IDH1 R132H inhibition | O75874 | IDH1-R132H enzyme, NADPH consumption, diaphorase/resazurin fluorescence | Potency, µM (highest dose often 76.6 µM), for inactives: at the top dose activity change, negative = inhibition, most hits filed as inhibitors | hit rate 0.093% among 390,000 | AID 602179; note: % is set by controls: 0 for no effect and ±100 for the full control effect; nearly all actives have a fitted effect of over 65% in size
Target sequence (O75874 whole entry R132H, stated change not applied): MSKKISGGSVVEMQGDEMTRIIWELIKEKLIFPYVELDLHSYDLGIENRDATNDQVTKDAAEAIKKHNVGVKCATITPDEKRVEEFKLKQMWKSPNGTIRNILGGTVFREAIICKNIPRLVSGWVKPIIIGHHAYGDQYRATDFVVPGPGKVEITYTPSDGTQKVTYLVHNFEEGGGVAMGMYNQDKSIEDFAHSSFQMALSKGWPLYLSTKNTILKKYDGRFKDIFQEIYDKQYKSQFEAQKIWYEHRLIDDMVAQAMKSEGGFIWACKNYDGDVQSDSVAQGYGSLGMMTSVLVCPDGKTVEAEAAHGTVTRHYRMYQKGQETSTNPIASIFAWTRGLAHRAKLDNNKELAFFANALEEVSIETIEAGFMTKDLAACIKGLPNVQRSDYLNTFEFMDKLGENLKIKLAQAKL
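IDH1-R132H (0.5 ug/mL dispensed) in pH 7.5 Tris buffer was preincubated 30 min with compound, then given a substrate mix of 0.016 mM NADPH and 2 mM alpha-KG for 80 min at room temperature; remaining NADPH was read by diaphorase/resazurin fluorescence.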
RXFP1 ag: agonists of human relaxin receptor RXFP1; Q9HBX9; HEK293T-RXFP1 cAMP TR-FRET, 30 min; response scale: percent of porcine relaxin response, buffer zero; Potency, µM (titrated, usually from 57.5 µM), without a hit: top-dose activation, hits mostly activators; hit rate 0.3% among 370,000; AID 2676; note: % is set by controls: 0 for no effect and ±100 for the full control effect; nearly all actives have a fitted effect of over 60% in size; many of its hits are not listed in these tables
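Agonist response is measured as cAMP accumulation in an RXFP1-transfected HEK293T line under PDE4 inhibition. Values are scaled between buffer-only and 29 nM porcine relaxin, and EC50s come from standard Hill equation fits.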
12-LOX inh: ALOX12 (human) lipoxygenase inhibition; Potency, µM (highest dose often 108 µM), inactives show at the top dose activity change, negative = inhibition, usual class: inhibitors; hit rate 1.1% among 580,000; AID 1671190; purified 12hLO, xylenol orange hydroperoxide absorbance; note: % is set by controls: 0 for no effect and ±100 for the full control effect
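Purified human 12hLO at 150 nM in 25 mM Hepes, 0.01% Triton X-100, pH 7.0, preincubated 15 min at room temperature with compound. Reaction started with 40 uM arachidonic acid, 30 min at room temperature. Hydroperoxide measured by Fe-xylenol orange, 573/405 nm absorbance ratio.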
TrxR1 substrate: is turned over as a substrate by rat TrxR1; O89049; purified TrxR1 substrate turnover, NADPH consumption readout; Potency, µM (top dose mostly 114 µM), for the others: at the highest dose activity change, negative = substrate turnover; hit rate 0.01% among 390,000; AID 588456; note: % is set by controls: 0 for no effect and ±100 for the full control effect; nearly all actives have a fitted effect of over 50% in size
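Rat TrxR1, dispensed at 90 nM, was prereduced with 400 uM NADPH (final) for 5 min at ~22 deg C, then incubated with compound 15 min before 400 uM selenite. A first-read NADPH fluorescence drop versus no-compound background flagged substrates.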
USP1-UAF1 inh: USP1/UAF1 (human) deubiquitinase inhibition; O94782; recombinant USP1/UAF1, Ub-Rhodamine cleavage fluorescence; Potency, µM (doses to about 57.1 µM), for inactives: at the top dose activity change, negative = inhibition, actives largely listed as inhibitors; hit rate 0.23% among 390,000; AID 743255; note: % is set by controls: 0 for no effect and ±100 for the full control effect; nearly all actives have a fitted effect of over 60% in size; inactives centre near -12
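In this screen, compounds sit with the deubiquitinase complex (1nM) for 15 min at room temperature before Ub-Rho is added at 150nM final. Fluorescence rise is then followed for 6 reads every 60 seconds.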
Vif-APOBEC3F blk: inhibitors of Vif-A3F interaction | Potency, µM (top dose mostly 46.1 µM), without a hit: top-dose activity, negative = active | AID 602313 | hit rate 0.2% among 390,000 | HeLa A3F-eYFP + Vif (tagged APOBEC3F with the HIV-1 protein that degrades it), YFP fluorescence increase; note: % of control where 0% means no effect; nearly all actives have a fitted effect of over 65% in size
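Fluorescence increase (Ex 488/Em 500-530) after overnight compound treatment at 37 deg C flags inhibition of Vif-driven A3F-eYFP loss in stable HeLa A3F-eYFP/Vif cells seeded overnight beforehand.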
RGS4 inhibitor: human RGS4 inhibition | P49798 | Transcreener GDP fluorescence polarization, RGS4-accelerated GTP hydrolysis | Potency, µM (titrated, usually from 114 µM), inactives show at the top dose activity change, negative = inhibition, hits mostly inhibitors | hit rate 0.039% among 390,000 | AID 504845; note: % is set by controls: 0 for no effect and ±100 for the full control effect; nearly all actives have a fitted effect of over 75% in size; some results filed as inactive show a strong effect at the top dose
Target sequence (P49798 whole entry, looked up): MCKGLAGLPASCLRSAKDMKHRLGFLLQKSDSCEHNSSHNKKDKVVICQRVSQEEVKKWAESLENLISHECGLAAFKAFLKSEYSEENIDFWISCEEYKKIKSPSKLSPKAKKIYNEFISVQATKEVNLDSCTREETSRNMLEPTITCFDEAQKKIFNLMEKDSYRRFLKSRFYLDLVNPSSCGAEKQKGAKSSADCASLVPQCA
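MLSMR compounds (23 nl, pin-transferred) preincubated 10 min at room temperature with a 500nM (2x) first reagent, then RGS4 at 900nM (2x) plus Transcreener GDP mix added; fluorescence polarization (620/688 nm) read before and after 90 min at 30 °C.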
TrxR1 inh: rat TrxR1 inhibition | O89049 | recombinant rTrxR1, NADPH fluorescence consumption, selenite substrate | Potency, µM (doses to about 114 µM), for inactives: at the top dose activity change, negative = inhibition, usual class: inhibitors | hit rate 1% among 390,000; note: % is set by controls: 0 for no effect and ±100 for the full control effect; nearly all actives have a fitted effect of over 65% in size
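Rat TrxR1 (90 nM in the dispensed reagent) was pre-reduced with 400 uM NADPH for 5 min at room temperature, then incubated with compound for 15 min. After 400 uM selenite was added, NADPH fluorescence (Ex 340/Em 450 nm) was followed for 8 min.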
Vif-APOBEC3G blk: blocks the Vif interaction with human APOBEC3G | Q9HC16 | HeLa A3G-eYFP + Vif (tagged APOBEC3G with the HIV-1 protein that degrades it), YFP fluorescence, overnight | Potency, µM (series often up to 46.1 µM), without a hit: top-dose activity, negative = active, actives largely listed as inhibitors | hit rate 0.076% among 410,000 | AID 602310;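 note: % is set by controls: 0 for no effect and ±100 for the full control effect; nearly all actives have a fitted effect of over 60% in size; hits raise eYFP signal because A3G escapes Vif-driven loss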
Target sequence (Q9HC16 whole entry, looked up): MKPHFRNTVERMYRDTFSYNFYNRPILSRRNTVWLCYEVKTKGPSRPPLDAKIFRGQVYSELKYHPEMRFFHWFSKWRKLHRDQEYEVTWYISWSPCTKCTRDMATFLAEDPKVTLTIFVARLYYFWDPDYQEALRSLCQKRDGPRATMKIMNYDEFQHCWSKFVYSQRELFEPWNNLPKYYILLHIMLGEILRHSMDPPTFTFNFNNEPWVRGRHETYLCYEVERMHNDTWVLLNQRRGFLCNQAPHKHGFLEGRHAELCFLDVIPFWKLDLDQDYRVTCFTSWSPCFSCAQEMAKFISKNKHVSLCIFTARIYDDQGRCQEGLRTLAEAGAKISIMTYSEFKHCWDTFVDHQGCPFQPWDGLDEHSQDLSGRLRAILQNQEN
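Read-out is eYFP fluorescence (Ex 488/Em 500-530) from Vif-expressing HeLa A3G-eYFP cells; more signal means A3G escaped Vif-mediated degradation. Cells plated overnight, compound pinned in, incubated overnight at 37 deg C.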
Starred values were filed as active, the others as inactive; ? = inconclusive; nt = not tested or not shown; & = joins results of further samples; [ ] = remark or other dose. Calls come from the whole dose curve; as a rule, active = well fitted curve in the direction sought with a large enough effect; inconclusive = small, poorly fitted or top-dose-only effect, or another doubt; inactive = no such curve, though single readings can be large; an effect the other way counts as inactive or inconclusive. Potency is the fitted concentration of half-maximal effect. A portion of the library (hit frequency here may not be typical).

mol	TrxR1 inh	RXFP1 ag	IDH1 R132H inh	Vif-APOBEC3G blk	12-LOX inh	USP1-UAF1 inh	RGS4 inhibitor	Vif-APOBEC3F blk	TrxR1 substrate
O=S(=O)(c1cccc(S(=O)(=O)N2CCOCC2)c1)N1CCCCCC1	32.8%	2.6%	-3.9%	0.7%	-6.2%	-18.9%	0.0%	0.9%	2.9%
OCc1nc2ccccc2n1CCOc1ccccc1	4.1%	nt	-4.4%	0.5%	173.4%[activator]	-3.5%	35.9%	-0.4%	-4.9%
O=C(Nc1ccc2c(c1)OCCO2)C(=S)NCc1ccccc1	9.7%[57.1 µM]	0.5%	2.3%	-4.9%	-7.3%	-12.1%	-7.9%	0.1%	5.4%
CN(C)C(=O)c1snnc1-c1ccccc1	19.7%[57.1 µM]	0.2%	4.4%	-0.3%	-10.6%	7.5%	-6.1%	0.2%	9.9%[57.1 µM]
COc1nc(NCC(C)C)nc(Oc2ccc(=O)n(-c3ccccc3)n2)n1	7.1%[57.1 µM]	1.5%	10.9%	0.6%	5.1%	-14.3%	3.0%	2.8%	-0.8%[57.1 µM]
CC1=CC(C)(C)Nc2ccc(OC(=O)CN3C(=O)c4ccccc4C3=O)cc21	-8.5%	0.7%	4.1%	?	-19.6%	?	-36.4%	?	-1.7%
CC(C)(C)N(Cc1cc2ccccc2[nH]c1=O)C(=O)c1cccc([N+](=O)[O-])c1	19.6%	0.6%	6.9%	6.5%	8.3%	-2.0%	16.9%	?	-3.2%
COC(=O)c1ccc(CSc2ccc3nnc(-c4cccc(F)c4)n3n2)o1	?	8.1%	6.0%	0.4%	28.2µM*	-8.8%	-31.1%	-6.5%	13.2%
CC(C)Cn1c(N)c(C(=O)CCl)c(=O)n(C)c1=O	?	-0.5%	0.5%	-16.1%	?	-11.0%	5.1%	2.3%	3.2%
CC(=O)c1cccc(NC(=O)CN2C(=O)c3ccccc3C2=O)c1	22.5%	-0.2%	-6.3%	-5.6%	10.1%	-18.9%	-18.4%	-17.3%	3.3%
COc1ccccc1C(=O)Nc1ccc(C(=O)N2CCCC2)cc1	10.0%[57.1 µM]	0.8%	-1.3%	0.9%	0.0%	-7.2%	6.8%	-8.0%	3.2%[57.1 µM]
O=C(O)c1cc(-c2cccs2)nn1-c1cccc(Cl)c1	13.1%[57.1 µM]	20.5%	10.1%	3.6%	-23.8%	-18.1%	4.6%	-27.3%	7.8%[57.1 µM]
CN(C(=O)Nc1ccccc1)n1cnc2ccccc2c1=O	4.8%[57.1 µM]	-1.2%	1.2%	1.5%	0.0%	-13.8%	7.3%	11.2%	6.5%[57.1 µM]
NS(=O)(=O)c1ccc(NC(=O)COC(=O)C23CC4CC(CC(C4)C2)C3)cc1	-14.0%	-1.4%	2.0%	0.5%	-18.6%	-9.5%	-1.6%	-2.5%	-16.5%
CN(C)c1ccc(C(=O)Nc2nnc(C3=COCCO3)o2)cc1	1.9%[57.1 µM]	-0.1%	2.2%	-0.6%	11.0%	0.1%	-21.8%	-20.9%	2.1%[57.1 µM]
Cc1cc(C)c(NC(=S)N2CCC(N(C)CC3CCCO3)CC2)c(C)c1 (stereo not given)	-4.9%	0.9%	0.0%	-5.7%	8.2%	-4.5%	-25.7%	-12.9%	0.8%[57.1 µM]
Cc1nn(C(=O)c2cccc([N+](=O)[O-])c2)c(C)c1Cl	2.8%	4.7%	16.2%	-0.1%	137.8%[activator]	-18.8%	8.1%	-14.6%	2.7%
C[C@@H]1CN([C@@H](C)CO)C(=O)c2cc(NS(C)(=O)=O)ccc2O[C@@H](C)CCCCO[C@H]1CN(C)C(=O)Nc1ccc2c(c1)OCO2	nt	nt	3.7%	-2.0%	?	?	nt	-0.1%	nt
Cc1ccc(S(=O)(=O)N2CCC(C(=O)NCCN3CCOCC3)CC2)cc1	nt	nt	1.8%	-3.0%	-0.1%	?	nt	-2.4%	nt
COc1ccc(N2CCN(C(=O)c3ccc(-c4nc5ccccc5s4)o3)CC2)cc1	-13.4%	0.8%	-9.8%	1.0%	-1.9%	-15.3%	9.3%	-0.1%	-12.2%
CCCOc1ccc(C(=O)NCCCn2ccnc2)cc1	-6.7%	-2.1%	8.9%	5.7%	0.0%	-6.5%	-19.5%	0.0%	-5.0%
Cc1ccc2[nH]c(=O)cc(C(=O)OCC(=O)c3ccc(F)cc3)c2c1	15.6%[57.1 µM]	0.1%	8.1%	-3.3%	3.1%	-20.3%	10.1%	0.7%	7.3%[57.1 µM]
CCN(CC)S(=O)(=O)c1cccc(-c2nnc(SCC(=O)NC3CCCCCC3)n2N)c1	7.7%[57.1 µM]	0.8%	0.0%	-0.7%	0.0%	-1.2%	1.0%	-1.9%	3.0%[57.1 µM]
CCOc1ccc(S(=O)(=O)NCCC(=O)NC2CCCCC2)cc1	-6.9%	-1.2%	-0.1%	1.6%	0.3%	-1.0%	-18.2%	-21.1%	-4.0%
CCOC(=O)c1c(C(F)(F)F)nc2ncccn12	17.8%[57.1 µM]	2.4%	3.2%	3.2%	-5.3%	-3.2%	-9.1%	-5.5%	31.8%[activator][57.1 µM]
CC(C)c1nnc(NC(=O)c2cccnc2)s1	-4.2%	-0.3%	11.2%	-1.1%	0.0%	3.1%	-28.9%	-2.2%	-8.1%
COC(=O)CSc1nc2c(c(C3CC=CCC3)c1C#N)CCC2 (stereo not given)	9.4%	3.3%	3.1%	-2.6%	39.2%[activator]	-19.8%	-28.4%	nt	2.3%
C=CCn1c(SCC(=O)NCc2ccco2)nnc1C1CCCCC1	-4.9%	2.3%	1.4%	-2.8%	-17.1%	-8.9%	-7.3%	3.3%	5.9%
COCCCN(C(=S)Nc1c(C)cc(C)cc1C)C(C)c1ccncc1 (stereo not given)	-4.9%	0.4%	3.9%	1.2%	-16.6%	-19.6%	-27.8%	2.2%	-1.1%
Clc1ccc(CSc2ncn(-c3ccccc3)n2)cc1	19.0%	-0.7%	11.3%	-7.9%	-11.9%	-12.2%	-6.7%	-2.4%	-1.8%
CCOc1ccc(-c2n[nH]c(C)c2-c2ccccn2)c(O)c1	18.5%	-1.0%	0.9%	-0.8%	-3.8%	4.4%	-4.2%	0.9%	5.3%
CCOc1ccc(CCNS(=O)(=O)c2c(C)nc3scc(C)n3c2=O)cc1OCC	-0.4%[57.1 µM]	-2.8%&-0.9%	6.4%&-5.2%	-3.6%&3.3%	-18.7%&-12.9%	-2.5%&1.4%	22.3%&4.3%	-11.5%&3.4%	-0.5%[57.1 µM]
CCOC(=O)c1c(C)n(S(=O)(=O)c2ccc(C)cc2)c2ccc(O)c(C(=O)O)c12	2.7%	2.7%	-9.1%	?	56.2µM*	-16.2%	-7.2%	-4.9%	-5.3%
O=C(CNCc1cccs1)Nc1cc(S(=O)(=O)N2CCCC2)ccc1Cl	71.1%[activator][57.1 µM]	-9.2%	15.3%	-1.1%	2.0%	-13.5%	-16.1%[56.9 µM]	3.6%	10.5%[57.1 µM]
Cc1cc(C)cc(NC(=O)c2cccc(NC(=O)C3C4CC5OC(=O)C3C5C4)c2)c1 (stereo not given)	16.9%	1.7%	-2.4%	-4.9%	4.0%	-7.3%	14.6%	-14.4%	-0.1%
CN1CCN(C(=O)C2=C[C@H](C3CC3)C[C@H](OCc3ccc(CO)cc3)O2)CC1	-12.9%	nt	4.9%	3.7%	6.1%	-25.2%	?	1.6%	2.7%
Nc1nc(SCc2ccc(Cl)cc2Cl)nc2nc3c(cc12)CCCC3	-11.2%	3.2%	-0.1%	?	?	-12.4%	?	22.4µM*	-6.7%
COc1ccc(NC(=O)c2[nH]c(C)c(C(C)=O)c2C)cc1S(=O)(=O)Nc1ccc(Br)cc1	12.7%	0.3%	0.1%	-9.4%	-29.6%	-8.0%	14.3%	-7.0%	-4.2%
N#Cc1ccccc1NC(=O)C(=O)NCC(c1ccc2c(c1)OCO2)N1CCN(c2ccccc2)CC1 (stereo not given)	21.1%[57.1 µM]	1.6%	22.2%	3.0%	-8.8%	-25.7%	-7.9%	-2.1%	2.4%[57.1 µM]
CC(c1ccco1)N(C(=O)c1ccc(Cl)c([N+](=O)[O-])c1)c1ccccn1 (stereo not given)	-7.2%[57.1 µM]	0.5%	4.3%	3.0%	-17.7%	-19.6%	-5.5%	?	1.5%[57.1 µM]
O=C(COC(=O)c1ccc2c(c1)OCCO2)NCc1ccccc1	3.3%	-2.1%	7.2%	?	33.4%[activator]	-13.8%	1.9%	-6.8%	1.1%
Cc1ccc(Nc2cccccc2=O)cc1	?	1.5%	2.1%	0.5%	-19.5%	2.1%	-22.7%[11.4 µM]	-2.9%	-10.0%
O=C(NC(=S)Nc1ccc(CN2CCOCC2)cc1)c1ccc(-c2ccc(Br)cc2)o1	4.2%	5.0%	-2.0%	-1.4%	nt	-19.5%	9.5%	-4.6%	1.3%
